KLK7 zymogen act: proKLK7 (human) activation, primary screen | P49862 | purified proKLK7, EDANS-DABCYL substrate fluorescence; 100% is mature enzyme control, 0% vehicle | activation, % at 7 µM | 370,000 tested, 0.9% active;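 active means activation above the mean of all tested compounds plus 3 SD, computed per campaign excluding outliers beyond control limits, cut at about 13% in these data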
ASAP1 GAP inh: inhibitors of human ASAP1 ArfGAP activity | inhibition, % at 16.5 µM | ASAP1-stimulated ARF1 GTP hydrolysis, GDP FP detection | 360,000 tested, 0.19% active | Q9ULH1 | AID 624377; in the data active means inhibition above about 25%;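 further: 0% = vehicle with enzyme and substrate and 100% = no enzyme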
Target sequence (Q9ULH1 325-724 limits assumed): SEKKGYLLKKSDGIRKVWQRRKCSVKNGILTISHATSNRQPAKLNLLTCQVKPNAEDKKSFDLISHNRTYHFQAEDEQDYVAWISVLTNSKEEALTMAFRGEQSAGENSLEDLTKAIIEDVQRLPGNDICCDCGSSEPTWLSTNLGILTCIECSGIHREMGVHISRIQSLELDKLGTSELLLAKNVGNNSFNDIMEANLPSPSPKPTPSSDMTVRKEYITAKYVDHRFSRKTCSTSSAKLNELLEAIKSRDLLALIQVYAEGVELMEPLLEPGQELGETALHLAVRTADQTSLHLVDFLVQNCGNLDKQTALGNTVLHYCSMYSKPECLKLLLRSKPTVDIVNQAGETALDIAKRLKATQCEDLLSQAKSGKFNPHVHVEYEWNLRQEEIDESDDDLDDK
PLCg1 inh: PLC-gamma1 (human) inhibition, primary screen; P19174; purified PLC-gamma1, fluorogenic substrate, fluorescence; inhibition, % at 12.2 µM; 370,000 tested, 0.84% active; in the data active means inhibition above about 9.5%
ARFGAP1 inh: rat ARFGAP1 inhibition; Q62848; 360,000 tested, 0.26% active; Arfgap1-stimulated ARF1 GTP hydrolysis, GDP FP detection; inhibition, % at 16.5 µM;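 active means inhibition above a per-plate limit, mean inhibition of low control wells plus 3 SD, cut at about 25% in these data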;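 further: 0% = DMSO wells with enzyme and 100% = wells lacking Arfgap1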
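Material: rat Arfgap1 catalytic domain, aa 1-136; also added: human ARF1(Δ1-17)-GTP substrate; compound dosing: one concentration, 16.5 µM, DMSO 1.26%; incubation: GTP hydrolysis reaction 2 h at 25 °C; measured by: Tracer-displacement fluorescence polarization with EDTA stop, 620/688 nm; evaluation: % inhibition from polarization; repeats: one replicate per compound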
DDE Tn6 FP inh: DD(E)-Tn6 binding inhibition, primary FP screen. 370,000 tested, 0.21% active. P02675. Fibrin DD(E) TRITC-Tn6 fluorescence polarization displacement. inhibition, % at 8.3 µM. AID 720509;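 active means inhibition above a per-campaign cutoff: mean of compounds within control limits plus 3 SD, cut at about 15% in these data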;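 further: 0% = median of all compound wells on the plate and 100% = blocking peptide control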
UHRF1 binding: blocks human UHRF1 binding to methylated DNA; Q96T88; UHRF1 binding to methylated oligo, TR-FRET; inhibition, % at 4.4 µM; 370,000 tested, 0.75% active; in the data active means inhibition above about 21%;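 further: UHRF1 SRA domain binding a hemimethylated CpG hairpin DNA probe; 0% = median of test compound wells and 100% = reference inhibitor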
Rev-erbA mod: Rev-erb alpha (human) modulation; Rev-erbα–FITC-DNA binding, fluorescence polarization, 90 min; activity, % at 10 µM; 370,000 tested, 0.79% active; AID 1259318;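 active means activity above about 14%, limit read from the data; passing the limit was not always enough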;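 further: 0% = DMSO wells with 35 nM protein and 100% = DMSO wells with 750 nM protein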
Target sequence (P20393 whole entry, looked up): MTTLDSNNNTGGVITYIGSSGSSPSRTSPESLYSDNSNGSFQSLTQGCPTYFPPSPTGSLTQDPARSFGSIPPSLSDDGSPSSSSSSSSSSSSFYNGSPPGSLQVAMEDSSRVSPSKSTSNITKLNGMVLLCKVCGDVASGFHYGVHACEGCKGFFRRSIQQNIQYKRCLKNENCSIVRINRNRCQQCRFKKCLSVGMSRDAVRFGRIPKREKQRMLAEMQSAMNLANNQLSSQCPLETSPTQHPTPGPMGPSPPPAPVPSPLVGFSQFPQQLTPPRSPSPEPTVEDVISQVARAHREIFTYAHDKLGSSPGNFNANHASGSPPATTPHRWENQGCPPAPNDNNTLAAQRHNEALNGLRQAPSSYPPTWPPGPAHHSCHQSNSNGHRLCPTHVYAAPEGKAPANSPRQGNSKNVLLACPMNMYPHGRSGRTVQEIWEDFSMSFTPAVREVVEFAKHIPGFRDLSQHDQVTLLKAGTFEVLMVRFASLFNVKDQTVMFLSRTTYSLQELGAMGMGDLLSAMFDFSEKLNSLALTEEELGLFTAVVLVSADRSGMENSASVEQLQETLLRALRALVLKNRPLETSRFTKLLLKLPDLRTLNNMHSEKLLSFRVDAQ
sPLA2-III inh: Inhibits HGIII-sPLA2 liposome hydrolysis, primary screen. Q9NZ20. QFRET BODIPY PC-A2 liposome hydrolysis, fluorescence. inhibition, % at 12.2 µM. 370,000 tested, 0.56% active. AID 743126;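 active means inhibition above mean plus 3 SD of compounds lying within the high and low control bounds, cut at about 19% in these data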;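 further: 0% = median of test compound wells and 100% = no enzyme DMSO wells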
PLCb3 inh: inhibitors of human phospholipase C beta3; Q01970; Purified PLC-beta3, fluorogenic substrate, fluorescence; inhibition, % at 12.2 µM; 370,000 tested, 0.18% active; AID 720704; in the data active means inhibition above about 11%;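 further: 0% = median of compound wells on plate and 100% = full blocker control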
Tn7 DDE FP: disrupts Tn7 cyclic peptide binding to fibrin D-Dimer-E complex; FP displacement of FITC-Tn7 peptide from fibrin DD(E); 0% = median of compound wells per plate; inhibition, % at 8.3 µM; P02675; 370,000 tested, 0.13% active;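 active means inhibition above the mean of compounds falling within the control limits plus 3 SD of them, cut at about 14% in these data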;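 further: 0% = plate median of compound wells and 100% = 10 µM Aha-Tn7 peptide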
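System: human fibrin DD(E); quantity: Fibrin-DD(E) at 2 µM final; also added: fluorescent Tn7 probe at 0.1 µM; compound dosing: single nominal test concentration of 8.3 µM per compound; schedule: 10 min preincubation, 3 h with tracer, room temperature; detection: fluorescence polarization of the labelled Tn7 tracer; repeats: one replicate per compound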
* marks the source's active call; other numbers are inactive results; i = inactive; . = no result given. No enrichment for hits. Share with any hit: about 4.5%.

SMILES	KLK7 zymogen act	ASAP1 GAP inh	PLCg1 inh	ARFGAP1 inh	DDE Tn6 FP inh	UHRF1 binding	Rev-erbA mod	sPLA2-III inh	PLCb3 inh	Tn7 DDE FP
COc1ccc(-n2nnnc2SCC(=O)N2C(C)CCCC2C)c(OC)c1 (configuration not stated)	0.0	-1	-1	0	-3	1	-2	-1	-1	5
COc1ccc(-c2c(NCCc3ccccc3)c(=O)c2=O)cc1	0.5	10	4	4	4	-1	0	3	-3	-3
Cc1nc(N)c(CC(Br)CBr)c(Cl)n1 (configuration not stated)	-0.2	3	5	14	14	12	0	-3	-2	-7
O=C(/C(=C/O)N=Nc1ccccc1)c1ccco1	0.3	6	-4	-11	7	-4	2	1	-3	-6
CC1Sc2ccc(C(=O)Nc3ccccc3OC(F)F)cc2NC1=O (configuration not stated)	-0.4	-5	-30	-7	-4	0	-2	6	-2	-1
O=C(Nc1cccnc1)C1CCCN(S(=O)(=O)c2ccccc2)C1 (configuration not stated)	-0.2	14	2	2	1	0	3	6	3	-3
COCCn1c(=O)[nH]c2cc(C(=O)NCCc3ccc(S(N)(=O)=O)cc3)ccc2c1=O	-12	-1	-49	8	1	0	-2	1	-57	10
CCCCOC(=O)Nc1nccs1	0.0	0	1	10	0	1	3	1	2	-1
CCc1ccc(C(=O)NCc2cnn(C)c2)s1	-0.1	3	0	-6	3	-1	-6	-1	3	2
O=C(OCc1cn([C@@H]2C[C@H](c3ccc(Cl)cc3)N(Cc3cccs3)C[C@H]2O)nn1)c1ccccc1	-0.4	6	0	0	0	0	-5	-2	2	-2
COC(=O)c1cc(-c2ccccc2)n(CCN)c1C	-0.2	2	-1	6	-1	3	3	9	-3	1
O=C(CSc1nnc(-c2ccccc2)c(-c2ccccc2)n1)Nc1ccc(Br)cn1	-0.1	-7	0	-5	2	2	6	4	1	3
COC(=O)Nc1nc2c(s1)CCCC2	0.3	-13	1	-4	-2	-1	-3	6	4	-7
C/C=C/C=C\C(=O)Nc1cccc(C2=NOC3(C2)C[C@H](C(N)=O)N(C(=O)/C=C/C)C3)c1 (some centres not stated)	0.1	10	-5	5	-9	0	-11	-3	-6	7
O=C(Nc1ccc(S(=O)(=O)N2CCCC2)cc1Cl)C1=COCCO1	0.2	1	0	1	-1	-3	-2	-4	4	-6
CCc1cc(C(=O)N=Nc2c(O)[nH]c3c(Br)cc(Br)cc23)c2ccccc2n1	0.7	-4	-1	-1	-4	-3	-4	-3	1	7
CCn1ccnc1CNC(=O)C1CCC(=O)N(Cc2ccccc2F)C1 (configuration not stated)	-0.4	5	0	5	-9	1	-2	2	-10	10
CCN(CC)C(=O)C1CCCN(Cc2ccccc2F)C1 (configuration not stated)	-0.4	-15	6	-1	10	1	2	2	6	-1
COc1ccccc1C(=O)NCCC(=O)NCc1ccccn1	-0.2	3	0	0	0	0	2	8	2	7
CCCCOC(=O)Cn1c(=O)c2c(nc(Br)n2Cc2ccccc2)n(C)c1=O	-35	2	1	-4	-3	2	5	3	-5	-3
N#C/C(=C(/O)c1ccco1)c1nc2ccccc2[nH]1	0.3	-7	-9	8	-9	4	4	14	-24	0
Cc1ccc(NC(=O)CN2CCC(C(N)=O)CC2)cc1[N+](=O)[O-]	-0.1	-4	-1	-6	-2	1	1	-1	-2	-4
CCCn1c(=O)c2c(nc3n2CC(C)CN3Cc2ccccc2)n(C)c1=O (configuration not stated)	0.3	4	2	8	-5	3	3	11	0	4
CCCc1c(O)nc(SC2CC(=O)N(c3ccc(OC)cc3)C2=O)[nH]c1=O (configuration not stated)	-0.1	2	0	9	-1	-2	-6	4	-7	9
C=CCc1ccc(OCC(O)CN2CCC(Cc3ccccc3)CC2)c(OC)c1 (configuration not stated)	0.6	23	8	5	-9	2	-1	0	1	-2
The list goes on.
SMILES	KLK7 zymogen act	ASAP1 GAP inh	PLCg1 inh	ARFGAP1 inh	DDE Tn6 FP inh	UHRF1 binding	Rev-erbA mod	sPLA2-III inh	PLCb3 inh	Tn7 DDE FP
c1cncc(-c2nn3c(Cn4nnc5ccccc54)nnc3s2)c1	-0.6	-2	5	-5	1	-3	0	-1	-1	-3
CCOC(=O)c1ccc(CS(=O)c2ccc(Cl)cc2)o1 (configuration not stated)	-0.4	8	-1	-9	1	-4	3	0	2	5
Cc1ccc(C23CC4CC(CC(NC(=O)NN)(C4)C2)C3)cc1	0.7	0	0	-1	4	-1	-1	4	-4	5
Clc1ccc(/C=N/Nc2nn[nH]n2)cc1	-0.5	-6	1	6	-3	-2	5	6	0	1
CC(C)(C)[C@@H]1COC(=O)[C@H](Cc2ccc(F)cc2)CC/C=C\C[C@@H](CC(=O)N(CCO)Cc2ccccc2)C(=O)N1	-0.5	-6	4	-1	6	0	5	-5	10	-8
COc1ccc(CNC(=O)CCc2nc3cc(S(=O)(=O)N(C)C)ccc3n2C)cc1OC	0.1	9	0	-2	-7	-1	0	1	-1	9
COc1cccc(CC(NC(C)=O)C(=O)NC2CCN(c3nnnn3-c3ccccc3)CC2)c1OC (configuration not stated)	0.1	2	-1	-1	-1	0	4	-1	-7	-2
O=C(O)CCCCCNS(=O)(=O)c1ccc2c3c(cccc13)C(=O)N2	63*	-13	i	-1	-1	-2	3	5	i	7
O=C(CN1C(=O)CC(c2ccco2)Sc2ccccc21)NC1CCCCC1 (configuration not stated)	-0.3	2	-3	-2	6	1	2	-3	-8	1
COc1cc(C=NN2CCCCC2)cc(OC)c1OC	-0.9	-8	-5	9	-2	6	-1	5	-1	-10
CCOC(=O)Cn1c(=O)c(-c2ccccc2NCc2ccccc2)nc2ccccc21	-0.2	-2	-5	7	2	0	1	4	-3	1
CCN1CCN(C(=O)c2cc3cc(Cl)ccc3[nH]2)CC1	1.0	-8	1	-2	0	-2	3	-1	-6	0
CC(=O)NCCNc1nc2cc(-c3cnn(CCC(C)C)c3)sc2c(=O)n1C	-0.2	-1	0	6	-7	1	8	-7	0	-8
CC(C)(C)c1ccc(SCCc2ccccn2)cc1	-0.4	-7	4	0	-7	1	5	9	-6	5
CC(C)=C(C#N)c1nc2ccccc2s1	-0.4	6	-115	7	3	-1	-2	-4	-179	-5
O=C1Nc2ccccc2N=C(c2ccccc2)C1N(Cc1ccc(F)cc1)C(=O)c1cccnc1 (configuration not stated)	-0.2	7	0	1	5	-1	-5	-3	-3	8
N#CC1=C2C=Cc3ccccc3N2CCCC1=O	-0.3	1	-19	-8	5	-7	4	5	-21	16*
O=C(O)c1cccc(Nc2nc(N3CCOCC3)nc(N3CCOCC3)n2)c1	0.3	2	0	-1	1	-1	-6	2	3	4
CC(C)c1ccc(NC(=S)NNC(=O)c2cccs2)cc1	3.7	17	-5	-8	-3	0	2	-8	-9	6
Nc1nc(Nc2ccccc2)nc(N2CCOCC2)c1[N+](=O)[O-]	-0.4	-6	4	1	3	0	2	6	1	5
Cn1c(CCN2CCCCC2)nc2cc(NC(=O)COc3ccc(Cl)cc3)ccc21	0.7	2	1	6	-9	-2	-2	-13	-3	-1
CN1CCN(NC(=O)c2cc(Br)ccc2Cl)CC1	-0.8	-5	-4	5	0	1	5	1	4	-6
C=C(C)c1nc(Oc2ccccc2)nc(Oc2ccccc2)n1	0.7	0	2	-9	5	-1	-2	-1	0	-5
O=C(NN1C(=O)c2ccccc2NC1c1ccc([N+](=O)[O-])o1)c1ccccc1 (configuration not stated)	-0.8	10	-3	17	-11	1	3	4	-6	-6
COc1ccc(NC(=O)COc2cccc3c2CCN(Cc2cccnc2)C3=O)cc1	0.2	8	-1	-5	-3	5	-2	1	-9	7
Carrying on.
SMILES	KLK7 zymogen act	ASAP1 GAP inh	PLCg1 inh	ARFGAP1 inh	DDE Tn6 FP inh	UHRF1 binding	Rev-erbA mod	sPLA2-III inh	PLCb3 inh	Tn7 DDE FP
O=C(CSc1nc2c(cnn2-c2ccccc2)c(=O)[nH]1)N1CCCCC1	-0.3	-1	1	-7	12	-1	-6	2	-5	6
Cc1ccc(S(=O)(=O)c2nnn3c2nc(N2CCC(C(N)=O)CC2)c2ccccc23)cc1C	0.8	0	1	17	1	-1	-3	-5	-14	-4
O=C1c2ccccc2C(=O)N1Cc1cc(-c2ccc(Cl)cc2)no1	0.2	5	4	3	4	1	6	-4	6	1
Cc1ccc(S(=O)(=O)N2CCCCC2)cc1C(=O)OC(C)C(=O)NCC1CCCCC1 (configuration not stated)	0.0	3	3	-7	3	0	1	6	-7	1
COc1ccc(C(=O)N(C)c2ccccc2C(=O)NCCc2ccccc2)cc1	-0.2	1	0	-11	-1	3	-5	-6	-4	1
COc1ccccc1NC(=S)c1ccccc1	-0.4	3	6	-3	4	1	-2	4	6	-3
Cc1ccc(O)c(C2=Nc3ccccc3N=C(c3ccco3)C2)c1	-134	-13	-100	6	4	-2	19	0	-99	3
COc1ccc(CNC(=O)C(NC(C)=O)C(=O)Nc2ccc(C(C)C)cc2)cc1 (configuration not stated)	-0.6	-2	1	-11	2	4	-5	-9	1	6
Cc1ccc(NC(=O)C2CCN(S(=O)(=O)c3cccc4nonc34)CC2)nc1	-0.1	-2	1	7	-8	3	-1	8	-3	-3
Cc1cc(OCc2nc(-c3cccnc3)no2)c(C)cc1Br	-0.4	-3	1	-3	0	-3	7	-2	0	-2
CCn1ncc2c(OCc3ccc(C#N)cc3)cc(C)nc21	0.2	-6	0	0	-4	0	.	-10	-1	-10
COc1ccccc1CNC(=O)COC(=O)C12CC3CC(CC(O)(C3)C1)C2	0.1	-11	-2	-11	-1	2	1	5	-8	0
COC(=O)c1ccc(NC2=CC(=O)CC(C)(C)C2)cc1	-0.5	-13	-22	9	0	-2	2	-2	-28	0
COc1cc2c3c(c1OC)C1(C=CC(=NNC(N)=O)C=C1)CC3N(C(C)=O)CC2 (configuration not stated)	-0.3	-6	3	5	1	-4	3	-2	0	-6
Cc1cc(C)n(CC(=O)n2c3c(c4ccccc42)CCCC3)n1	0.5	9	2	-7	-1	0	2	-3	0	-1
Cc1ccc(-n2c(=O)[nH]c3ncccc3c2=O)cc1	-5.4	5	0	-12	11	-1	2	2	1	-5

Complete entries, quoted from the list. Screens in order: KLK7 zymogen act, ASAP1 GAP inh, PLCg1 inh, ARFGAP1 inh, DDE Tn6 FP inh, UHRF1 binding, Rev-erbA mod, sPLA2-III inh, PLCb3 inh, Tn7 DDE FP
Cc1ccc(S(=O)(=O)N2CCCCC2)cc1C(=O)OC(C)C(=O)NCC1CCCCC1 (configuration not stated) is listed as 0.0, 3, 3, -7, 3, 0, 1, 6, -7, 1
Cc1ccc(S(=O)(=O)c2nnn3c2nc(N2CCC(C(N)=O)CC2)c2ccccc23)cc1C is listed as 0.8, 0, 1, 17, 1, -1, -3, -5, -14, -4
COc1ccccc1NC(=S)c1ccccc1 is listed as -0.4, 3, 6, -3, 4, 1, -2, 4, 6, -3
O=C(CSc1nc2c(cnn2-c2ccccc2)c(=O)[nH]1)N1CCCCC1 is listed as -0.3, -1, 1, -7, 12, -1, -6, 2, -5, 6
Cc1cc(C)n(CC(=O)n2c3c(c4ccccc42)CCCC3)n1 is listed as 0.5, 9, 2, -7, -1, 0, 2, -3, 0, -1

Screening data from PubChem BioAssay.
